EPAC1 antagonist = qHTS for Antagonist of cAMP-regulated guanine nucleotide exchange factor 3 (EPAC1): primary screen; Rap guanine nucleotide exchange factor 3 (Homo sapiens), O95398; EPAC1 GEF assay, Rap1b-BODIPY-GDP exchange fluorescence; Potency, µM (top dose mostly 115 µM), without a hit: at the highest dose activity change, negative = inhibition, actives largely listed as inhibitors; 360,000 tested, 0.14% active;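 note: potency is the fitted concentration of half-maximal effect; plate controls were vehicle for no effect and positive control for full effect; nearly all actives have a fitted effect of over 50% in size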
EPAC1 agonist = qHTS for Agonist of cAMP-regulated guanine nucleotide exchange factor 3 (EPAC1): primary screen | EPAC1 agonist qHTS, biochemical assay; response scale: 100% = response to 6.5 mM cAMP | Potency, µM (highest dose often 154 µM), inactives show at the highest dose activation, hits mostly activators | Rap guanine nucleotide exchange factor 3 (Homo sapiens), O95398 | AID 720707, 2013 | 360,000 tested, 0.073% active; note: potency is the fitted concentration of half-maximal effect; nearly all actives have a fitted effect of over 60% in size
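EPAC1 100 nM, Rap1B–BODIPY-GDP 250 nM, unlabeled GDP 50 uM; compound titration; 5 min RT; kinetic read ex480/em540 at 5-min intervals ×30 min; data normalized to 6.5 mM cAMP agonist control.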
IL-2 act = qHTS of IL-2 Activators | IL-2 activation reporter assay, cell-based qHTS; stimulated with anti-CD3/CD4/CD28 beads; in transgenic mouse T cells | activation, % (series mostly up to about 46 µM) | 360,000 tested, 0.065% active | AID 652025, 2013; in the data active = activation above about 50%; inconclusive = mostly about 30% to 49%; note: 0% is about no effect
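Screening format: compound pinned onto unstimulated transgenic mouse T cells, 60 min incubation, then anti-CD3/anti-CD4/anti-CD28 bead stimulation for 18 hours at 37 degrees C, followed by EGFP and DsRed detection.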
WRN inhibitor = qHTS for Inhibitors of WRN Helicase. WRN helicase unwinding, fluorescent forked duplex, kinetic. Potency, µM (titrated, usually from 114 µM), for inactives: top-dose activity change, negative = inhibition, most hits filed as inhibitors. 360,000 tested, 0.46% active. Bifunctional 3'-5' exonuclease/ATP-dependent helicase WRN (Homo sapiens), Q14191. AID 651768, 2012; note: potency is the fitted concentration of half-maximal effect; % is set by controls: 0 for no effect and ±100 for the full control effect; nearly all actives have a fitted effect of over 55% in size
Target sequence (Q14191 whole entry, looked up): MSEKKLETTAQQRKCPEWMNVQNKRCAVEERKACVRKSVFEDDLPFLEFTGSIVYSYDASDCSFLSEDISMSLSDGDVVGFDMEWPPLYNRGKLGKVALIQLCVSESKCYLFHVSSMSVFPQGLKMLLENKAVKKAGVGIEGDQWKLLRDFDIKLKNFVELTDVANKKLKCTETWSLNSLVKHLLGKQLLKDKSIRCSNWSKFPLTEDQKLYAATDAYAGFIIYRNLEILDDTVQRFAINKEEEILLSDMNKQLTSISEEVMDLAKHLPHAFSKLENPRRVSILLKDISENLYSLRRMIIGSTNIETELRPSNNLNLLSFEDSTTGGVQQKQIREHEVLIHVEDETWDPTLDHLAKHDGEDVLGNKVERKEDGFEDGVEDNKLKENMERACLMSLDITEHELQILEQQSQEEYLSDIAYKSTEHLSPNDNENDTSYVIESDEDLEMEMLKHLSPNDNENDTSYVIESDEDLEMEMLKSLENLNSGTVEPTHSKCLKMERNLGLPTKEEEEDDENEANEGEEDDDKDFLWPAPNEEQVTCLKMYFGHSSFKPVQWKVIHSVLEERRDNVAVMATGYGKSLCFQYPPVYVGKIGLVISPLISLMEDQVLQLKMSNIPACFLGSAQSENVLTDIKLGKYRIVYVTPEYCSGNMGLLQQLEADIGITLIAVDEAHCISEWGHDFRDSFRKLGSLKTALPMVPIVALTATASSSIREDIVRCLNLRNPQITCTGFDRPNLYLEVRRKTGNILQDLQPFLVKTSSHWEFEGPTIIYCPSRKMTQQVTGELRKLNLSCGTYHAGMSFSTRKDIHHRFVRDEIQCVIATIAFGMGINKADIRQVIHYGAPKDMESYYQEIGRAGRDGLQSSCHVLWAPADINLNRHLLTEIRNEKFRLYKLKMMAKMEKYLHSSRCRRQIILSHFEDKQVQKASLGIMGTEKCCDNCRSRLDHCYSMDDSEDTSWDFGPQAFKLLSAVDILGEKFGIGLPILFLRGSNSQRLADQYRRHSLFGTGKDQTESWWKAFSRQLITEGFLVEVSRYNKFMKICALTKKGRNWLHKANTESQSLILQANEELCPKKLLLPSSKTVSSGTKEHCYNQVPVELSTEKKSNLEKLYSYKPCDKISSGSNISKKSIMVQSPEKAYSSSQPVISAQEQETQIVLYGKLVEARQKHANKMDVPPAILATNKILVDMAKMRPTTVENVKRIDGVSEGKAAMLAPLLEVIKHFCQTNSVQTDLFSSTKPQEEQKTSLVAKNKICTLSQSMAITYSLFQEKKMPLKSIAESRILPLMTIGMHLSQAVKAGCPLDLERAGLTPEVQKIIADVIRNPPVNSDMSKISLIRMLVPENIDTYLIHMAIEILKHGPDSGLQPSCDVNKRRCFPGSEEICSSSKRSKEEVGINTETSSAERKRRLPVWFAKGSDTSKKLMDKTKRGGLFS
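Primary qHTS, 1536-well format. 20 nM WRN + compound, 15 min RT; start with 100 nM forked fluorophore/quencher duplex, 2 mM ATP (final); kinetic read ex 525/em 598 nm.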
PLK1 PBD block = qHTS for Inhibitors of PLK1-PDB (polo-like kinase 1 - polo-box domain): Primary Screen. 360,000 tested, 2.8% active. Potency, µM, for inactives: max response, negative = inhibition, usual class: inhibitors. Serine/threonine-protein kinase PLK1 (Homo sapiens), P53350. AID 720504, 2013. Plk1 PBD binding of FITC phosphopeptide, fluorescence polarization; note: potency is the fitted concentration of half-maximal effect; series mostly up to about 57 µM; % is set by controls: 0 for no effect and ±100 for the full control effect; nearly all actives have a fitted effect of over 65% in size
aSyn rescue = qHTS of alpha-syn Inhibitors; Yeast expressing alpha-synuclein, growth rescue, BacTiter-Glo, 24 h; Potency, µM (doses to about 46.1 µM), without a hit: at the top dose growth rescue (activation), most hits filed as activators; 370,000 tested, 0.14% active; note: potency is the fitted concentration of half-maximal effect; % of control where 0% means no effect; nearly all actives have a fitted effect of over 65% in size
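Screening used galactose-induced yeast with toxic alpha-synuclein levels, exposed to compound for 24 hr at 30 deg C. Cell growth, read with BacTiter-Glo luminescence, gave the measured signal.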
PI5P4K alpha inh = qHTS for Inhibitors of phosphatidylinositol 5-phosphate 4-kinase (PI5P4K); Phosphatidylinositol 5-phosphate 4-kinase type-2 alpha (Homo sapiens), P48426; AID 652105, 2013; 330,000 tested, 1.2% active; max response, %; PI5P4Kalpha enzyme, ADP-Glo luminescence, 60 min; stronger effect = lower value; active = max response of -50% or lower; inconclusive = between -30% and -50%; inactive = -30% or higher; note: value at the top dose of about 77 µM; % is set by controls: 0 for no effect and ±100 for the full control effect
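Luminescence from ADP-Glo served as readout of PI5P4Kalpha activity in a qHTS format. Reaction: enzyme, substrate, compound, ATP at 5 microM final, 60 min at RT.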
FUS suppressor = qHTS for Suppressors of FUS Proteinopathy: Primary screen using FUS-linked yeast assay. S. cerevisiae FUS-expressing, growth rescue, OD600, 24 h. Potency, µM (doses to about 76.6 µM), without a hit: at the highest dose growth rescue (activation), most hits filed as activators. 390,000 tested, 0.24% active. AID 1347120, 2019;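 note: potency is the fitted concentration of half-maximal effect; plate controls were DMSO vehicle for no effect and reference control for full effect; nearly all actives have a fitted effect of over 55% in size; some results filed as inactive show a strong effect at the top dose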
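Yeast FUS proteinopathy model; galactose-induced FUS (2%), starting OD 0.005. Cpds in dilution series, 24hr, 30C, 99% humidity. Abs 600 nm growth. Pos ctrl CP55940 (top 92uM final); neg ctrl DMSO.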
Abeta yeast res = qHTS for compounds that reverse cellular toxicity of Amyloid beta (A-beta) peptide in yeast: Primary Screen; 410,000 tested, 0.063% active; AID 1347071, 2019; yeast expressing A-beta42, growth rescue, OD600, 48 h; response scale: 0% DMSO, 100% iron-clioquinol control; Potency, µM (doses to about 46.1 µM), inactives show top-dose growth rescue, hits mostly activators; note: potency is the fitted concentration of half-maximal effect; nearly all actives have a fitted effect of over 55% in size
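Yeast growth medium received pinned compounds, then yeast cells expressing toxic A-beta were added; plates incubated at 30 C for 48 hr. Growth read as absorbance at 600 nm, normalized to DMSO and equimolar FeCl3 plus clioquinol controls.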
Active calls of the source: *; ? = inconclusive; / = no result given; & = joins results of further samples. Unless noted, calls come from the whole dose curve; as a rule, active = well fitted curve in the direction sought with a large enough effect; inconclusive = small, poorly fitted or top-dose-only effect, or another doubt; inactive = no such curve, though single readings can be large; an effect the other way counts as inactive or inconclusive.

1) COc1ccc(OC)c(NC(=O)c2cc(-c3cc(C)c(C)cc3O)n[nH]2)c1
2) Cc1c(CN2CCCC(C(=O)Nc3cccc(-n4cccn4)c3)C2)cnn1C (stereo unspecified)
3) O=C(CSc1nc(C(F)(F)F)cc(=O)[nH]1)N1CCCCCC1
4) COc1ccc(OCCC(=O)Nc2cc(C)on2)cc1
5) CC(C)(C)c1[nH]nc2c1C(c1ccco1)C(C#N)=C(N)O2 (stereo unspecified)
6) C=CCOc1ccc2c(c1)c(=O)cc(C(=O)O)n2CC
assay / compound,1,2,3,4,5,6
EPAC1 antagonist,-2%,-22%,15%,-13%,8%,-12%
EPAC1 agonist,2%,5%,-13%,-2%,-2%,13%
IL-2 act,-4.1,1.7,4.4,0.5,-3.3,-0.1
WRN inhibitor,9%,-3%,2%,2%,5%,3%
PLK1 PBD block,5%,3%,-7%,-27%,-1%,-4%
aSyn rescue,-3%,1%,0%,3%,0%,-2%
PI5P4K alpha inh,-6,-8,-14,8,-3,-2
FUS suppressor,15%,-1%,10%,0%,-9%,-17%
Abeta yeast res,-3%,1%,-3%,-1%,17%,-11%

7) O=C(NCc1ccco1)C(c1ccco1)N(CCc1ccccc1)C(=O)Cn1nnc2ccccc21 (stereo unspecified)
8) COc1ccc(C2=CC(=O)CC(C)(C)C2)cc1
9) COC(=O)CSc1nc2c(c(-c3ccc(O)cc3)c1C#N)CCCC2
10) Cc1ccc(C(=O)Nc2ccccc2N2CCCCC2)cc1
11) Cc1ccc(C)c(N(C(=O)Cn2nnc(-c3cccs3)n2)C(C(=O)NC2CCCC2)c2ccncc2)c1 (stereo unspecified)
12) COc1cccc(CNC(=O)CCCn2nc(C)c3c(C)n(-c4ccccc4)nc3c2=O)c1
assay / compound,7,8,9,10,11,12
EPAC1 antagonist,-2%,5%,-11%,9%,-1%,-18%
EPAC1 agonist,-3%,-16%,14%,16%,7%,-3%
IL-2 act,1.2,-2.7,-0.2,-0.9,-0.5,-1.1
WRN inhibitor,-1%,-3%,-11%,8%,2%,-2%
PLK1 PBD block,3.8µM*,-7%,-18%,-6%,3%,4%
aSyn rescue,5%,-1%,-2%,-11%,3%,2%
PI5P4K alpha inh,?,1,-4,22,1,-4
FUS suppressor,22%,-18%,21%,17%,-2%,7%
Abeta yeast res,28%,-22%,4%,-14%,-1%,16%

13) C/C(=N\NC(=O)c1ccncc1)c1cccnc1
14) O=C(N/N=C/c1ccc(C(=O)O)cc1)C(=O)N1CCCCCC1
15) COCCn1c(-c2ccc(-c3ccccc3Cl)o2)nc2c1c(=O)[nH]c(=O)n2CC(C)C
16) O=c1[nH]c(SCc2nc3ccccc3c(=O)n2-c2ccccc2C(F)(F)F)nc2ccccc12
17) CCCc1cc(=O)oc2cc(C)cc(OCC(=O)N3CCC(C(N)=O)CC3)c12
18) CSCCC(C(=O)N1CC2(C)CC1CC(C)(C)C2)N1C(=O)c2ccccc2C1=O (stereo unspecified)
assay / compound,13,14,15,16,17,18
EPAC1 antagonist,-6%,0%,-10%,-2%,3%,6%
EPAC1 agonist,1%,7%,0%,1%,0%,5%
IL-2 act,-1.3,-2.6,2.4,0.7,1.5,-1.6
WRN inhibitor,-1%,5%,2%,5%,4%,-5%
PLK1 PBD block,-2%,-4%,-5%,-9%,0%,-1%
aSyn rescue,20%,4%,7%,12%,2%,5%
PI5P4K alpha inh,0,-3,/,-7,1,1
FUS suppressor,-6%,10%,20%,?,-6%,44%
Abeta yeast res,-2%,7%,3%,10%,-7%,-6%

19) C/C(=N\NC(N)=S)c1ccc2c(c1)OCCO2
20) Cc1ccc(O)c(C2=Nc3ccccc3C2(C)C)c1
21) COc1ccc(NC(=S)NC(=O)c2csnn2)cc1
22) Cc1c(NC(=O)Nc2ccc(Cl)c(Cl)c2)sc(=S)n1C
23) COCCNC(=O)CSc1c2c(nc3ccc(Cl)cc13)CCCC2
24) COc1ccc(C(N)=O)cc1NC(=O)c1cccc(F)c1
assay / compound,19,20,21,22,23,24
EPAC1 antagonist,-10%,-4%,1%,9%,-12%,5%
EPAC1 agonist,4%,4%,0%,2%,4%,1%
IL-2 act,-6.1,-1.8,-3.4,-7.3,-0.4,-0.2
WRN inhibitor,6%,-11%,-6%,-25%,5%,-5%
PLK1 PBD block,-4%,-1%,3%,?,-10%,-1%
aSyn rescue,1%,-7%,4%,-22%,-8%,4%
PI5P4K alpha inh,5,18,-10,-12,1,-4
FUS suppressor,19%,-28%,8%,/,-19%,-4%
Abeta yeast res,?,6%,3%,-26%,-6%,14%

25) Cc1ccc([C@H]2C[C@H](n3cc(-c4ccc(F)cc4)nn3)[C@@H](O)CN2C(=O)c2cccs2)cc1
26) CS(=O)(=O)c1cccc(C(=O)Nc2cccc(-c3nc4ccccc4[nH]3)c2)c1
27) O=C(/C=C/c1cccc(Cl)c1)NCc1ccccc1
28) Cc1ccc(NC(=O)c2sc(N)nc2C)cc1
29) COc1ccc(S(=O)(=O)N2CCOC2CNC(=O)C(=O)NCCCN2CCOCC2)cc1OC (stereo unspecified)
30) CC(NC(=O)CN1C(=O)NC2(CCCCC2)C1=O)c1ccc(S(N)(=O)=O)cc1 (stereo unspecified)
assay / compound,25,26,27,28,29,30
EPAC1 antagonist,-14%,-15%,-13%,4%,-11%,0%
EPAC1 agonist,9%,-8%,-7%,13%,-15%,-11%
IL-2 act,-1.0,-1.4,-0.6,-1.9,0.0,-2.8
WRN inhibitor,3%,-3%,2%,1%,9%,-5%
PLK1 PBD block,-6%,-18%,-6%,-4%,4%,0%
aSyn rescue,1%,-5%,3%,-10%,0%,0%
PI5P4K alpha inh,4,-9,11,1,-2,2
FUS suppressor,43%,25%,8%,-26%,-3%,9%
Abeta yeast res,2%,-10%,-21%,-2%,4%,-4%

31) Cc1ccc(NC(=O)N2CCCCC2)cc1[N+](=O)[O-]
32) O=C(Cn1nc(-c2ccccc2)c2ccccc2c1=O)Nc1ccccn1
33) CCC(C)n1c(-c2cccs2)nc2nc3ccccc3nc21 (stereo unspecified)
34) Cc1c(N2CCCC2)cc2c(c1N)C(C)(C)CC2(C)C
35) COc1ccccc1CCN=C(N)NS(=O)(=O)c1ccc(F)cc1
36) Cc1ccccc1-c1cc(C(=O)Nc2sc(C(=O)OC(C)C)c(C)c2C#N)c2ccccc2n1
assay / compound,31,32,33,34,35,36
EPAC1 antagonist,-5%,-6%,-5%,-7%,1%,8%
EPAC1 agonist,-14%,4%,8%,-7%,3%,13%
IL-2 act,-2.0,0.3,-0.1,-1.4,0.9,-1.7
WRN inhibitor,1%,-1%,-16%,-3%,-22%,-12%
PLK1 PBD block,-3%,-6%,-9%,4%,-3%,11µM*
aSyn rescue,10%,8%,19%,0%,3%,-10%
PI5P4K alpha inh,1,-11,10,-1,0,-24
FUS suppressor,-27%,7%,17%,7%,2%,?
Abeta yeast res,-6%,1%,2%,-12%,13%,-23%

Next section (4 carried over from the part before).
33) CCC(C)n1c(-c2cccs2)nc2nc3ccccc3nc21 (stereo unspecified)
34) Cc1c(N2CCCC2)cc2c(c1N)C(C)(C)CC2(C)C
35) COc1ccccc1CCN=C(N)NS(=O)(=O)c1ccc(F)cc1
36) Cc1ccccc1-c1cc(C(=O)Nc2sc(C(=O)OC(C)C)c(C)c2C#N)c2ccccc2n1
37) CC(=O)Nc1ccc(S(=O)(=O)N2CCC(Oc3ccc(-n4cnnn4)cc3)CC2)cc1
38) COc1cc(/C=C2\Oc3ccc(C#Cc4ccc(O)cc4)cc3C2=O)cc(OC)c1
39) Cc1onc(-c2c(Cl)cccc2Cl)c1NC(=O)NN(C)c1ccc([N+](=O)[O-])cn1
40) CC1CCc2cc(F)ccc2N1C(=O)C1(C)CC1(Cl)Cl (stereo unspecified)
41) CC1(C)C=C2[C@H]3CC[C@@H]4[C@@]5(C)CCC(=O)C(C)(C)[C@@H]5CC[C@@]4(C)[C@]3(C)CC[C@@]2(C(=O)O)CC1
42) CCC(CC)CN1CCC(CN2C(=O)C(=O)NC[C@@H]2[C@@H](C)CC)CC1
43) COC(=O)c1c(NC(=O)C2SC(=NC3CCCCC3)C(C(N)=O)=C2N)sc2c1CCCC2 (stereo unspecified)
44) CC(C)(C)c1ccc(Cn2cnc(-c3ccc([N+](=O)[O-])cc3)c2)cc1
assay / compound,33,34,35,36,37,38,39,40,41,42,43,44
EPAC1 antagonist,-5%,-7%,1%,8%,4%,-8%,14%,-1%,-19%,3%,-2%,-19%
EPAC1 agonist,8%,-7%,3%,13%,-7%,-3%,5%,5%,4%,-11%,-2%,0%
IL-2 act,-0.1,-1.4,0.9,-1.7,4.3,0.1,1.5,-2.2,0.0,-0.4,0.3,-3.6
WRN inhibitor,-16%,-3%,-22%,-12%,-4%,4%,-5%,-10%,3%,3%,8%,-9%
PLK1 PBD block,-9%,4%,-3%,11µM*,1%,-12%,3%,-10%,?,?,3%,-6%
aSyn rescue,19%,0%,3%,-10%,0%,-1%,6%,9%,10%,-3%,2%,4%
PI5P4K alpha inh,10,-1,0,-24,6,-12,-4,/,-12,3,-2,18
FUS suppressor,17%,7%,2%,?,-2%&20%,22%,-7%,8%,-29%,-26%,16%,/
Abeta yeast res,2%,-12%,13%,-23%,2%&-13%,-16%,5%,1%,13%,8%,19%,6%

High-throughput results from PubChem.
